Vif imaging: blocks HIV Vif function; inhibition, % at 7.49 µM; AID 602346; 340,000 compounds, 0.35% hits; HEK293T cells, Vif self-association by quenched fluorescence, imaging, 24 h; in the data active = inhibition above about 50%, passing the limit was not always enough; inconclusive = no clear call, values can overlap the other calls; inactive = below about 31%; also: some results filed as inactive read as strong as hits
ABCB6 inh 2: human ABCB6 transporter inhibition | Q9NP58 | K562-ABCB6 porphyrin accumulation, flow cytometry, 1 h; active compounds read low | fluorescence ratio to DMSO, % at 10 µM | 360,000 compounds, 0.19% hits | AID 602162;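 active = fluorescence ratio to DMSO below 75%, the collection mean minus 3 SD; inconclusive = too few cells collected in the well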;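 also: signal is porphyrin accumulated inside mitochondria; 100% equals median channel fluorescence of DMSO control wells; lower ratio means ABCB6 inhibition with less porphyrin fluorescence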
Target sequence (Q9NP58 whole entry, looked up): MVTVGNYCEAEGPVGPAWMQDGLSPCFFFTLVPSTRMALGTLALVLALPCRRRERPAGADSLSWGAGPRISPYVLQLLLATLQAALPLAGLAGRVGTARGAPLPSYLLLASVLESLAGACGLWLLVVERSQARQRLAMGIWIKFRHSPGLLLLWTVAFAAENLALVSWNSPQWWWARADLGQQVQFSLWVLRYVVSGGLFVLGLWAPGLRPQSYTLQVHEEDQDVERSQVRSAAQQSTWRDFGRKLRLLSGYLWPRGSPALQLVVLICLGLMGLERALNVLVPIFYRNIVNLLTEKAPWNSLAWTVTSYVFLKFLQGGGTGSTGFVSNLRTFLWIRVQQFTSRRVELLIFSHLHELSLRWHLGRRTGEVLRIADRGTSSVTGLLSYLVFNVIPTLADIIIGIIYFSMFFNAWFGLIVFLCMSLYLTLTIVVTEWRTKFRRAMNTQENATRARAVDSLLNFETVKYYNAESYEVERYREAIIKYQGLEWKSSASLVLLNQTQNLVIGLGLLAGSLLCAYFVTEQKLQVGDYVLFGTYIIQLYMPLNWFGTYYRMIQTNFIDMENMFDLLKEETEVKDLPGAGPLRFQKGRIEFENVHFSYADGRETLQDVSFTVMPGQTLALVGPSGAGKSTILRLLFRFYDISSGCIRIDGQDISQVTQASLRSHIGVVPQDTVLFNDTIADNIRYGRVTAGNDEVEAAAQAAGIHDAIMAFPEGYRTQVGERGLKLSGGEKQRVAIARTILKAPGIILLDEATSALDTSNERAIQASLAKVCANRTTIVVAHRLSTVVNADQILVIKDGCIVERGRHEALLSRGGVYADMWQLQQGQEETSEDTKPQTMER
N-glyco inh: blocks N-linked glycosylation in D54 reporter cells | D54 ERlucT glycosylation luciferase reporter, 24 h; percent of 100 nM tunicamycin response | reporter increase, % at 12.5 µM | 360,000 compounds, 0.23% hits | AID 588692;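 active = mean luciferase reporter signal, scaled so untreated is 0 and the glycosylation-blocking control 100, at or above a set limit in every replicate; inconclusive = mean reaches the limit but not every replicate does; inactive = mean below the limit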;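 also: luciferase carries N-glycosylation sites so blocking glycosylation raises the light; 0% = median of neutral control wells and 100% = median of 100 nM tunicamycin wells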
MC4R ag barr: activates human MC4R beta-arrestin recruitment. P32245. U2OS MC4R beta-arrestin complementation, luminescence; percent of melanotan II response, DMSO zero. activation, % at 8.9 µM. 360,000 compounds, 0.98% hits;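 active = activation above a per-plate cutoff, the mean activation of sample wells on that plate plus 3 SD, cut at about 8% in these data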
NOD2-RIPK2 inh: NOD2-RIPK2 protein interaction inhibition. O43353. CHO BLA complementation NOD2-RIPK2, CCF4 ratio. inhibition, % at 4.98 µM. 360,000 compounds, 0.38% hits. AID 624267; in the data active = inhibition above about 21%;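 also: 0% = vehicle only and 100% = reference blocker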
MC4R antagonist: human MC4R antagonism in cAMP assay | MC4R-expressing cells, MTII-stimulated cAMP, LANCE TR-FRET | inhibition, % at 6.5 µM | 360,000 compounds, 0.48% hits | AID 540295;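 active = inhibition above its plate's cutoff, the mean of tested wells on that plate plus 3 SD, cut at about 29% in these data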;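 also: 0% = Melanotan II alone and 100% = Melanotan II plus saturating MCL0020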
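system = U2OS cells with stable human MC4R expression | also added = Melanotan II challenge after compound preincubation | dosing = one concentration, 6.5 µM nominal | incubation = compound 30 min, challenge 1 h, detection 1 h | measured by = TR-FRET with Eu-cAMP and labeled anti-cAMP, 671 nm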
Granule exo inh: blocks lytic granule exocytosis. AID 651702. 360,000 compounds, 0.66% hits. inhibition, % at 10 µM. TALL-104 LAMP-1 surface exposure, flow cytometry; cells stimulated with thapsigargin and PMA;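 active = inhibition above about 55%, limit read from the data; inconclusive = no clear call, values can overlap the other calls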
ABHD5 PLIN5 PPI: inhibitors of human ABHD5-perilipin-5 interaction. Q00G26+Q8WTS1. Split G. princeps luciferase complementation, luminescence, 4 h. inhibition, % at 4 µM. 360,000 compounds, 0.78% hits. AID 602281;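 active = inhibition above the mean inhibition across every tested compound plus 3 SD, cut at about 22% in these data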;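 also: 0% = DMSO only wells and the 100% control is not disclosed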
aDG glyco act: increases alpha dystroglycan glycosylation; Pro5-aDG cells, alpha-DG glycosylation AlphaScreen (IIH6); 0% Pro5, 100% B10-LARGE cell signal; activation, % at 10 µM; 360,000 compounds, 0.22% hits;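 active = activation of at least 8% versus controls, or a plate z-score of at least 8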;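 also: Pro5 are CHO cells carrying HIG-tagged alpha-DG that lacks glycosylation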
TLR9-MyD88 inh: TLR9-MyD88 interaction inhibition. Q9NR96+Q99836. CHO BLA complementation TLR9-MyD88, CCF4 FRET ratio. inhibition, % at 4.98 µM. 340,000 compounds, 0.21% hits;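 active = inhibition above the mean over all tested compounds plus 3 SD, cut at about 21% in these data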;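 also: 0% = DMSO only wells and 100% = clavulanate BLA inhibitor control wells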
* = called active by the depositor; u = inconclusive; x = no result given. Some of the compounds tested; rates above refer to the full screens.

no.	SMILES	TLR9-MyD88 inh	ABCB6 inh 2	MC4R ag barr	Granule exo inh	MC4R antagonist	ABHD5 PLIN5 PPI	NOD2-RIPK2 inh	aDG glyco act	N-glyco inh	Vif imaging
1	Cc1cccn2c(=O)c3cc(C(=O)N(C)C)n(C)c3nc12	4	101	-1.2	-2	-6	0	-9	0.0	4	2
2	CC(C)(C)OC(=O)N1CCC(NC(=O)c2[nH]cnc2C(=O)N[C@@H](Cc2ccccc2)C(=O)OCc2ccccc2)CC1	-8	100	18*	2	35*	-2	30*	-0.2	2	-3
3	O=C(O)Cc1ccc(NC(=O)c2ccc3c(c2)C(=O)N(CC2CCCO2)C3=O)cc1 (stereo not given)	3	98	-0.8	-6	-3	3	6	0.4	0	4
4	CN(c1ccccc1)S(=O)(=O)c1cccc(C(=O)OCC(=O)NCCCN2CCCC2=O)c1	7	96	0.7	1	5	4	9	-0.1	1	-5
5	COc1ccc(C(=O)NCCn2cc(SCC(=O)Nc3nnc(C)s3)c3ccccc32)cc1	-1	98	-1.9	5	13	-1	1	-0.4	-6	-9
6	O=S(=O)(NCc1cccs1)c1ccc(Cl)s1	6	100	2.2	-2	-3	3	-11	-0.2	0	-12
7	COc1ccc(N2CCN(c3oc(COc4ccc(Cl)cc4)nc3C#N)CC2)cc1	10	121	-0.8	0	0	1	-1	0.0	-5	2
8	COc1ccc(Cl)cc1NC(=O)CN(C)C(=O)c1cc(-c2cccs2)nn1-c1ccccc1	5	88	-4.0	6	5	8	-9	0.6	-1	0
9	CN(C)CCNC(=O)/C=C/c1cn(-c2ccccc2)nc1-c1cc2ccccc2oc1=O	-1	95	-0.8	0	-1	-4	-4	-0.2	0	7
10	CC(C)N1C(=O)CC2(CC[N+](C)(CCOC(=O)C(c3ccccc3)c3ccccc3)CC2)C1=O (stereo not given)	-1	93	0.5	-2	-4	3	-5	-0.1	1	2
11	CCN(CCCNC(=O)CCCn1c(=O)[nH]c2ccccc2c1=O)c1cccc(C)c1	0	91	-0.6	-3	-2	-1	-9	0.4	1	-12
12	Cc1ccc(NC(=S)N(CCN(C)C)Cc2cc3cc(C)ccc3[nH]c2=O)cc1	-1	97	-2.1	0	0	-5	8	3.1	-4	8
13	CCC(=O)NC(=S)Nc1ccc(S(=O)(=O)N2CCN(C)CC2)cc1	12	98	-1.2	-3	7	8	-9	0.0	4	1
14	CC1(c2ccccc2)CC(C)(C)N(C(=O)CSc2nnc(N)s2)c2ccccc21 (stereo not given)	8	95	3.2	1	6	-4	11	0.0	-5	-1
15	O=C(Nc1nc2ccccc2[nH]1)C1CCCO1 (stereo not given)	-1	97	-0.6	-2	7	2	5	-0.2	1	1

Reformatted with each value named: part of the list above.
4) CN(c1ccccc1)S(=O)(=O)c1cccc(C(=O)OCC(=O)NCCCN2CCCC2=O)c1
  TLR9-MyD88 inh: 7
  ABCB6 inh 2: 96
  MC4R ag barr: 0.7
  Granule exo inh: 1
  MC4R antagonist: 5
  ABHD5 PLIN5 PPI: 4
  NOD2-RIPK2 inh: 9
  aDG glyco act: -0.1
  N-glyco inh: 1
  Vif imaging: -5
5) COc1ccc(C(=O)NCCn2cc(SCC(=O)Nc3nnc(C)s3)c3ccccc32)cc1
  TLR9-MyD88 inh: -1
  ABCB6 inh 2: 98
  MC4R ag barr: -1.9
  Granule exo inh: 5
  MC4R antagonist: 13
  ABHD5 PLIN5 PPI: -1
  NOD2-RIPK2 inh: 1
  aDG glyco act: -0.4
  N-glyco inh: -6
  Vif imaging: -9

(listing goes on)
no.	SMILES	TLR9-MyD88 inh	ABCB6 inh 2	MC4R ag barr	Granule exo inh	MC4R antagonist	ABHD5 PLIN5 PPI	NOD2-RIPK2 inh	aDG glyco act	N-glyco inh	Vif imaging
16	CNC(=O)c1ccc(NC(=O)C2CCN(S(=O)(=O)c3cccc(C(F)(F)F)c3)CC2)cc1	2	99	0.8	-1	12	9	0	0.3	3	-2
17	Cc1ccc(CC(=O)OCC(=O)NC2CCCC(C)C2C)cc1C (stereo not given)	2	112	1.2	13	1	0	4	-0.3	2	x
18	O=C(Cn1cc(C(=O)C2CC2)c2ccccc21)NCc1ccccc1	11	75	-1.9	-1	5	-5	17	0.1	2	0
19	O=C(OCc1nc2ccccc2[nH]1)C1CCCCC1	-7	94	2.1	-4	1	6	6	0.3	0	8
20	COc1ccc(Cl)cc1NC(=O)CN(C)CC(=O)N(CC(C)C)c1c(N)n(CC(C)C)c(=O)[nH]c1=O	-9	96	-1.6	-2	1	3	4	-0.1	2	-1
21	COc1ccc(NC(=O)C2CC(c3cc(OC)c(OC)c(OC)c3)=NO2)cc1OC (stereo not given)	-10	102	0.1	-1	14	-5	-7	0.1	6	0
22	C=C1C(=O)O[C@H]2C[C@H]1[C@@H](OC(C)=O)C/C(C)=C/CC/C(C)=C\CC[C@]2(C)O	-9	96	-0.2	5	18	71*	12	0.0	-20	x
23	CCOC(=O)c1c(C)[nH]c(C(=O)OCC(=O)N2CCN(S(=O)(=O)c3ccc(C)cc3C)CC2)c1C	10	96	-0.5	2	15	-1	8	0.5	-1	-18
24	CCOC(=O)COc1ccc(C(=O)NC2CCCCC2)cc1	-7	93	-1.5	1	11	12	-13	0.1	-1	-5
25	O=C(CCC1CCCN(C(=O)CC2=CCCCC2)C1)N1CCN(c2ccccn2)CC1 (stereo not given)	-7	95	-0.2	-5	4	-2	-6	0.5	-1	-7
26	CCc1nnc(SCC(=O)NC2CCCCC2)nc1CC	-7	93	-0.5	2	-3	4	0	0.0	-2	1
27	O=C(C[C@H]1C[C@H](C(=O)N2CCCCC2)[C@@]2(CCc3ccccc3)c3[nH]c4ccc(Cl)cc4c3CCN2C1=O)NCCc1ccccn1	2	99	-1.6	13	10	0	1	0.4	10	x
28	CC1CCc2c(sc(NC(=S)NC(=O)c3ccccc3)c2C#N)C1 (stereo not given)	-7	105	-0.4	-2	-7	-7	-24	0.0	0	-5
29	COc1ccc(OC)c(/C=C/C(=O)OCC(=O)Nc2ccc(Cl)c(S(=O)(=O)N(C)C)c2)c1	-4	97	1.2	2	3	-1	1	0.4	0	-5
30	COc1ccc(NC(=S)N2CCC(N(C)CCN3CCOCC3)CC2)cc1	-6	103	0.8	0	3	3	-7	0.0	1	5

The list goes on.
no.	SMILES	TLR9-MyD88 inh	ABCB6 inh 2	MC4R ag barr	Granule exo inh	MC4R antagonist	ABHD5 PLIN5 PPI	NOD2-RIPK2 inh	aDG glyco act	N-glyco inh	Vif imaging
31	CCCCN(CC)CCCNC(=O)c1cn(C)c2ccc(S(=O)(=O)N(C)C3CCCCC3)cc2c1=O	8	101	0.0	3	0	8	6	0.1	-1	-1
32	COc1ccc(-c2nc(CS(=O)CC(=O)NC(C)CCc3ccccc3)c(C)o2)cc1OC (stereo not given)	2	103	-1.2	1	2	-9	5	0.5	5	-1
33	CC(C)c1ccc(NC2CCCN(C(=O)c3cccc(N4CCNC4=O)c3)C2)cc1 (stereo not given)	7	98	2.1	1	5	7	4	0.1	0	7
34	COc1ccc(CNC(=O)C2CCN(S(=O)(=O)c3ccc4c(c3)N(C(C)=O)CCO4)CC2)cc1	-8	93	0.9	0	19	3	-17	0.1	1	13
35	CCCC(=O)Nc1c2c(nn1-c1ccc(C)cc1C)CSC2	5	98	-2.4	-3	0	-8	-7	0.2	0	-2
36	COc1ccccc1/C=C/C(=O)OCC(=O)Nc1c(F)cccc1F	-1	86	-1.5	2	12	2	5	0.4	-1	3
37	CCNC(=O)C1CCCN(C(=O)c2ccc(-c3ccccc3)cc2)CC1 (stereo not given)	x	96	-0.4	2	-1	4	-5	-0.2	0	10
38	O=C(NCCc1cccc(C(F)(F)F)c1)C1CCC(=O)N(Cc2ccc(Cl)cc2)C1 (stereo not given)	-6	94	1.7	-1	6	5	14	0.3	0	5
39	Cc1ccc(S(=O)(=O)N2CCN(c3ncccn3)CC2)cc1C	-9	103	1.6	3	25	3	-3	-0.1	-1	11
40	CCC(C(=O)NCCCN1CCCC1=O)n1c2ccccc2c2nc(=O)cc(C)n21 (stereo not given)	-10	98	-1.5	0	19	4	4	0.3	1	-5
41	CC(C)CNC(=O)CCc1nc(-c2ccccc2)no1	-17	99	-1.8	-5	6	-7	0	0.0	-4	3
42	CCC(=O)NC(=S)Nc1ccc(NC(=O)c2ccc([N+](=O)[O-])cc2Cl)cc1	-7	102	1.4	2	18	3	5	0.0	2	-6
43	O=C(OCC(=O)N1CCOCC1)c1cc(=O)[nH]c2ccccc12	4	100	-0.4	2	-8	11	-8	0.1	2	15
44	O=C(Nc1nnc([C@@H]2C[C@H](O)[C@@H](CO)O2)s1)Nc1cccc2c1CCCC2	x	100	1.3	9	7	6	-7	-0.1	1	-8
45	COc1ccccc1C(CNC(=O)C(CCSC)NC(=O)c1ccccc1Cl)N1CCCC1 (stereo not given)	1	106	3.6	2	18	15	-10	-0.2	1	1

The list continues.
no.	SMILES	TLR9-MyD88 inh	ABCB6 inh 2	MC4R ag barr	Granule exo inh	MC4R antagonist	ABHD5 PLIN5 PPI	NOD2-RIPK2 inh	aDG glyco act	N-glyco inh	Vif imaging
46	O=C(CNC(=O)N1CC(=O)Nc2ccccc21)NCc1ccccc1	-9	92	-2.4	-3	6	0	-15	-0.1	5	-5
47	CSc1nc(Oc2ccc(=O)[nH]n2)nc(N(C)C)n1	5	93	-0.3	5	2	-2	-7	-0.4	0	11
48	O=[N+]([O-])c1cc(S(=O)(=O)Nc2cccc(Cl)c2)ccc1N/N=C/c1ccc(N2CCOCC2)cc1	-7	97	-2.1	13	-4	0	-3	-0.1	-9	0
49	COc1ccc(N(CC(=O)NC(C)(C)C)C(=O)c2ccco2)cc1	1	98	-2.6	-6	5	-2	2	0.0	2	4
50	Cc1nccc(-c2ccc(-n3cnc4ccccc43)cc2)n1	0	95	-0.8	-2	-4	5	-7	0.6	-8	-10
51	C=CCN(C(=O)CCC(=O)Nc1cc(C)on1)C(C(=O)NC1CCCC1)c1ccc(CC)cc1 (stereo not given)	3	97	-1.0	14	12	-6	-9	0.1	-2	17
52	CC(=O)c1cccc(NC(=O)C2CCN(C(=O)c3cccs3)CC2)c1	8	97	-1.4	u	2	3	7	0.1	0	-1
53	COc1cc(OC)cc(-c2nc(-c3ccccc3)no2)c1	2	101	0.0	4	11	-1	-2	0.1	1	7

High-throughput results from PubChem.
